SKN-1 block = inhibitors of C. elegans SKN-1; C. elegans VP596 Pgst-4::GFP/RFP ratio, acrylamide-induced, 24 h; inhibition, % at 21.8 µM; 360,000 compounds, 0.49% hits;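 active means interference check ratio from 0.5 to 1.5 plus GFP to RFP signal ratio inhibition reaching or exceeding a fixed threshold, cut at about 30% in these data, passing the limit was not always enough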; further: some compounds called inactive have numbers as strong as hits
MT1-MMP act inh = inhibitors of human MT1-MMP activation. P50281. HT1080 RFP-PRO-GFP cells, GFP/RFP ratio fluorescence, overnight; percent of plate control window, DMSO zero. GFP/RFP ratio change, % at 20 µM. 360,000 compounds, 0.061% hits. AID 651647;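 active means GFP/RFP ratio change of at least 30% with cell ATP level not reduced by more than half and red fluorescence within 50% of control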; further: strong numbers were not always called active
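system = RFP-PRO-GFP reporter HT1080 cells | dosing = 20 µM single dose, 1% DMSO | timing = overnight cell settling, then overnight compound exposure, 37 °C, 5% CO2 | read-out basis = GFP/RFP fluorescence ratio | controls = DMSO and RFP-L50D-GFP cell wells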
CendR NRP1 mod = NRP-1/CendR interaction modulation; inhibition, % at 25 µM; AID 602438; 360,000 compounds, 0.85% hits; FAM-RPARPAR peptide binding to NRP-1, fluorescence polarization;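 active means inhibition or corrected inhibition above about 18%, plus a signal ratio from 0.5 to 1.5, limit read from the data, passing the limit was not always enough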; further: strong numbers were not always called active
LMPTP inh = LMPTP (human) inhibition | P24666 | recombinant LMPTP-A, OMFP fluorogenic substrate, fluorescence intensity | inhibition, % at 20 µM | 360,000 compounds, 0.22% hits | AID 651560;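 active means compounds that cut the enzyme signal by at least half of the control window in the single-dose screen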;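 further: plate controls were DMSO wells with enzyme plus substrate for no effect and substrate without enzyme for full effect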
Target sequence (P24666 whole entry, looked up): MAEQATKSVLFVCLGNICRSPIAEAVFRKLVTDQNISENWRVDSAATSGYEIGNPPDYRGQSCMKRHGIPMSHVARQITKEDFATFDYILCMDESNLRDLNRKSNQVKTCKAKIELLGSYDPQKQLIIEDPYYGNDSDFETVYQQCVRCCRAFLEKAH
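test system = LMPTP-A | amount = 0.625 nM LMPTP-A final | reagent = fluorogenic phosphatase substrate OMFP at 400 µM final | incubation = 50 min at room temperature | benchmarks = no-enzyme low control, uninhibited high control | medium = Bis-Tris pH 6.0, DTT, detergent | signal = fluorescence intensity of OMFP turnover product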
Rpn11 block = inhibitors of human proteasome Rpn11 | human 26S proteasome, Ub4-pepOG fluorescence polarization; 20S core pre-blocked with epoxomicin | O00487 | 360,000 compounds, 0.59% hits | calls only at 20 µM;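 active means inhibition at 20 µM, scaled to each plate's controls, above about 33%, limit read from the data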
SUMO1 PPI mod = SUMO1-SIM interaction modulation; P63165; SUMO1 binding to a labelled peptide, TR-FRET, 1 h; inhibition, % at 20 µM; 360,000 compounds, 0.33% hits; in the data active means inhibition above about 37%
Scp1 inh = Scp-1 (human) phosphatase inhibition | Q9GZU7 | Recombinant Scp1, phosphopeptide, malachite green phosphate absorbance | inhibition, % at 20 µM | 340,000 compounds, 0.88% hits | AID 493091;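 active means inhibition above about 50% at 20 µM, limit read from the data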;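 further: plate controls were DMSO wells with enzyme for no effect and wells lacking enzyme for full effect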
Target sequence (Q9GZU7 76-261 limits assumed): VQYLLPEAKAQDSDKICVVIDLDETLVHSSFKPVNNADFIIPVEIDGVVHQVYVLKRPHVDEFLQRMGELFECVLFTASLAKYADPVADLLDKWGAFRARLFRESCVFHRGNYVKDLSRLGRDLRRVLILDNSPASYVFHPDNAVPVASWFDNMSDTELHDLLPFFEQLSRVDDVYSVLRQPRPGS
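Material: truncated SCP-1 phosphatase (76-261aa) / Buffer or medium: 50 mM Tris acetate pH 5.5, 0.005% Tween-20, 10 mM MgCl2 / Compound dosing: one concentration, 20 µM, with 1.0% DMSO / Incubation: 45 min room-temperature reaction, 5 min colour, 30 min stabiliser / Detection: colorimetric free-phosphate detection, absorbance 630 nm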
NadD block = NadD (S. aureus) enzyme inhibition | purified NadD enzyme, colorimetric absorbance read-out | inhibition, % at 20 µM | 360,000 compounds, 0.78% hits | AID 602399; in the data active means inhibition above about 26%; further: some compounds past the cut are filed as inactive
DNMT1 inh = inhibitors of human DNMT1; 360,000 compounds, 0.83% hits; DNMT1 molecular beacon, Hinp1I cleavage, fluorescence; AID 588458; inhibition (reported as % activation of signal), % at 10 µM; P26358; in the data active means inhibition above about 50%
STEP block = inhibitors of human striatal-enriched phosphatase STEP; 360,000 compounds, 0.25% hits; inhibition, % at 20 µM; recombinant STEP, OMFP fluorogenic substrate, fluorescence;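 active means inhibition at 20 µM, scaled per plate between control wells, above about 37%, limit read from the data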;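 further: 0% = DMSO with enzyme and substrate and 100% = substrate only without enzyme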
Target sequence (P54829 whole entry, looked up): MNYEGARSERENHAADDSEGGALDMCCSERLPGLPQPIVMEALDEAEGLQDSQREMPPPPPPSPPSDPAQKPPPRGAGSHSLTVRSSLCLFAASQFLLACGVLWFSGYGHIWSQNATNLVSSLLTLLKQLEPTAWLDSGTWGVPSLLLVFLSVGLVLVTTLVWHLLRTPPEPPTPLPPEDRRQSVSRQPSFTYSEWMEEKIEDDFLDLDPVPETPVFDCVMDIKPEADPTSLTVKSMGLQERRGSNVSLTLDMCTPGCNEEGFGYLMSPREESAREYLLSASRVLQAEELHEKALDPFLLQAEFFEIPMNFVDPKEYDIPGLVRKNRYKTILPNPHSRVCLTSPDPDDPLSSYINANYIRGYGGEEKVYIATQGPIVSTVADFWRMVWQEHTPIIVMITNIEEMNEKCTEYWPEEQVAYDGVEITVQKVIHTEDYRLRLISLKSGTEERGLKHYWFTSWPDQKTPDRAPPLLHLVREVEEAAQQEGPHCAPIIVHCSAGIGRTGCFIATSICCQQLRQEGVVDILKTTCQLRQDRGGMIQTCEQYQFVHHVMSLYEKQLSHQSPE
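Assay system: isolated STEP enzyme. Buffer or medium: pH 6.0 Bis-Tris with DTT and Tween 20. Also added: fluorogenic phosphatase substrate OMFP at 25 µM final. Dosing: 20 µM, 1% DMSO. Timing: 20 min reaction, room temperature, in the dark. Measured by: fluorescence intensity, excitation 480 nm, emission 540 nm. Evaluation: normalized % inhibition.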
Numbers without * were called inactive; i = inactive; nt = no result given; + = active, no number.

Order of results – SKN-1 block, MT1-MMP act inh, CendR NRP1 mod, LMPTP inh, Rpn11 block, SUMO1 PPI mod, Scp1 inh, NadD block, DNMT1 inh, STEP block
CC(C)NC(=O)c1onc(CSc2ccc(F)cc2)c1C(=O)O
 : 3, -3, -1, -1.4, i, 5, -2, -2, 4, -4
Cc1cc(F)ccc1C(O)c1ncc(-c2ccccc2C(F)(F)F)[nH]1 (configuration not stated)
 : 4, -1, -3, -0.1, i, 1, nt, -2, 1, 4
CC1(C(=O)N2CCN(c3ccccc3)CC2)CC1(Cl)Cl (configuration not stated)
 : 3, 2, -14, -0.8, i, 0, -6, -5, 3, 0
CSc1cccc(NC(=S)N(Cc2ccccc2)Cc2ccccn2)c1
 : 6, -4, -8, 2.0, i, 3, -1, 2, -1, 2
Cn1c(=O)c2cc(NC(=O)Cc3ccccc3F)ccc2n1Cc1ccc(Cl)cc1
 : 33, -5, -62, 1.6, i, 0, nt, 5, -14, 1
CC(=O)N1CCCN(Cc2cn(-c3cccc(C)c3)nc2-c2cccc(F)c2)CC1
 : -5, 5, -26, -0.8, i, 2, -1, -6, 2, -1
O=C(CN1CCSc2ccccc21)NCCCc1ccccc1
 : 1, -4, 5, -1.3, i, 2, -3, -2, -2, -1
CCNC(=S)N(CCc1ccccc1C)Cc1cc2cc(OC)c(OC)cc2[nH]c1=O
 : 8, -3, 0, -0.5, i, 5, -5, -5, -5, 1
CCCC/C=C/C(NC(=O)c1ccc(-c2ccccc2)cc1)c1ccccc1 (configuration not stated)
 : 6, 11, -3, -0.7, i, -1, -11, 12, 18, -2
CCOC(=O)CSc1nn(C)c(=S)s1
 : 3, 0, 4, -2.2, i, 1, 0, 0, 7, 1
CCN(C(=O)CCN1C(=O)c2ccccc2S1(=O)=O)c1ccccc1
 : -4, 4, -5, -0.5, i, 0, -6, -3, 4, -3
CCOC(=O)N1CCN(C(=O)C2CCN(S(=O)(=O)c3ccc(Br)s3)CC2)CC1
 : 10, -2, -10, 0.3, i, -1, 2, 2, 4, 8
Cc1c(C(=O)Oc2cccc3cccnc23)cccc1[N+](=O)[O-]
 : -8, -3, 0, 0.6, i, -4, -10, -1, -2, 9
COc1ccccc1NS(=O)(=O)c1cc(Cl)ccc1OC
 : -14, 0, -9, 0.3, i, 1, -5, 1, -1, -3
O=C(Nc1cnc2ccccc2c1)N1CCOCC1
 : 14, 2, 0, -0.2, i, -1, -7, -1, 11, 0

In the list so far, two contain an aryl methoxy group:
Order of results – SKN-1 block, MT1-MMP act inh, CendR NRP1 mod, LMPTP inh, Rpn11 block, SUMO1 PPI mod, Scp1 inh, NadD block, DNMT1 inh, STEP block
CCNC(=S)N(CCc1ccccc1C)Cc1cc2cc(OC)c(OC)cc2[nH]c1=O
 : 8, -3, 0, -0.5, i, 5, -5, -5, -5, 1
COc1ccccc1NS(=O)(=O)c1cc(Cl)ccc1OC
 : -14, 0, -9, 0.3, i, 1, -5, 1, -1, -3

Additional entries
Order of results – SKN-1 block, MT1-MMP act inh, CendR NRP1 mod, LMPTP inh, Rpn11 block, SUMO1 PPI mod, Scp1 inh, NadD block, DNMT1 inh, STEP block
COC(=O)c1ccc(=O)n(Cc2ccc3c(c2)OCO3)c1
 : -16, -4, 11, -2.2, i, -5, 0, -4, 0, -2
O=Nc1c(-c2c(O)[nH]c3cc(Br)ccc23)[nH]c2ccccc12
 : 23, 77*, -19, 6.1, i, 44*, -14, 19, -30, 5
COc1cc(C)nc(N2CCC(C(=O)NC3CCCCC3)CC2)n1
 : -4, 1, 7, -0.2, i, -2, 2, 5, -2, 1
O=C(Nc1cccc(F)c1)Nc1ccc2c(c1)OCO2
 : -1, -4, -8, -0.1, i, 3, -5, -2, 2, -1
O=C(CCC(=O)Nc1ccccc1Cl)NNC(=O)c1ccco1
 : 2, 6, 7, 1.5, +, -1, 10, 1, -2, 12
CC(C)OC(=O)C1C(=O)CC(C)(O)C(C(=O)OC(C)C)C1c1ccc([N+](=O)[O-])cc1 (configuration not stated)
 : -12, -1, -4, 0.3, i, -5, -5, -5, 0, 7
O=C(COc1cccc(Cl)c1Cl)Nc1ccc2c(c1)CCC2
 : 15, -6, 2, -0.9, i, 3, -12, -8, 5, 0
CC(C)NC(=O)NC(=O)CSc1ccc(S(=O)(=O)N2CCCC2)cn1
 : 3, 0, 5, 0.1, i, 3, -5, -4, 1, -4
COc1ccc(C2C(C#N)=C(N)Oc3c2ccc2cccnc32)cc1OC (configuration not stated)
 : 8, -7, -1, 1.9, i, -17, -7, 4, -5, 1
CC1(C)Oc2ccc(C(=O)Nc3ccccc3F)cc2N(CC(=O)N2CCOCC2)C1=O
 : 19, 0, -1, 0.3, i, 1, -1, -4, 3, 3
CCOC(=O)NNc1ccc(C(F)(F)F)cn1
 : 1, -2, -7, -2.3, i, 6, -3, 1, 0, -2
CCOC(=O)C1C(C)=CC(=O)CC1c1ccco1 (configuration not stated)
 : 5, -4, 11, -1.9, i, 0, -13, 6, 3, 5
O=C(NCCc1ccccc1F)C1CCCN(c2nc3ccccc3s2)C1 (configuration not stated)
 : 29, -1, 5, -1.3, i, 5, -3, 0, 0, 1
CC(C)(C)c1ccc(C(=O)N/C(=C\c2ccco2)C(=O)Nc2ccccc2C(=O)O)cc1
 : 1, -6, -91, -0.6, i, -2, 7, 5, 16, 4
Cc1cc(C)c2c(c1)/C(=N/NS(=O)(=O)c1ccc(Br)cc1)CCC2
 : -11, -2, 0, 3.2, i, 4, -5, 9, -3, -8
CCOc1ccccc1NC(=O)CCn1cccc1
 : 4, -1, 3, 0.8, i, 0, 18, -2, -5, 1
CC1CCCN(C(=S)Nc2ccc(F)cc2)C1 (configuration not stated)
 : 12, 4, 9, 1.2, i, 2, 5, 1, 1, 4
COC(=O)c1ccc(CN2CCCC(C(=O)Nc3cccc(-n4cccn4)c3)C2)cc1 (configuration not stated)
 : 6, 1, 9, -0.2, i, -1, 3, 3, 1, -2
Nc1nc(Nc2ccccc2)sc1C(=O)c1ccccc1
 : 10, -3, 5, 2.7, i, -24, 5, -7, -8, 2
Cc1c(-n2c(O)c(C3=c4ccccc4=NC3=O)sc2=S)c(=O)n(-c2ccccc2)n1C
 : -6, -6, 11, -1.4, i, 1, -9, 6, -10, 4
O=C(NCC(=O)N(c1ccc2c(c1)OCO2)C(C(=O)NC1CCCC1)c1ccncc1)c1ccco1 (configuration not stated)
 : -10, -4, -2, 3.7, i, -3, 5, 0, -1, 0
O=c1c2ccccc2sn1-c1ccc(Cl)cc1Cl
 : 2, 3, 4, -0.8, i, 2, nt, -2, -2, 0
COc1ccc(OC)c(/C=N/NC(=O)CC(=O)NC2CCCCC2)c1
 : 15, -1, 7, 0.8, i, -4, 2, -11, -1, -2
CC(=O)Nc1cccc(NC(=O)C2CC(=O)N(CCc3ccc(F)cc3)C2)c1 (configuration not stated)
 : 14, 2, 6, -1.8, i, 2, -3, -1, 0, 1
Cc1cc(Cl)ccc1OCCCC(=O)Nc1cccc(-n2cnnn2)c1
 : 14, 0, 10, 1.6, i, -3, -11, -8, -2, -1
Cc1nnc(SCC(=O)Nc2ccc(C(N)=O)cc2)n1-c1ccccc1
 : 10, 1, -9, -0.5, i, 3, -1, 2, 2, -2
CC(C)C(Nc1ncnc2c1oc1ccccc12)C(=O)O (configuration not stated)
 : 0, 4, 13, -2.0, i, 3, -1, -5, -4, 2
CC1=C(C(=O)OCc2ccc(C)cc2)C(c2ccc(O)c([N+](=O)[O-])c2)NC(=O)N1 (configuration not stated)
 : 1, 2, 1, -2.2, i, -14, -10, 8, 4, -2
O=C(Nc1ccc(Oc2cccnc2)cc1)C1CCN(Cc2ccc(F)cc2)CC1
 : 8, 8, -7, -0.4, i, -3, 4, -6, 27, -6
Cn1nc(C(F)(F)F)cc1-c1ccc(/C=C(\C#N)C(=O)c2ccccc2)s1
 : 1, -2, -21, 0.5, nt, -4, -1, 1, 11, -7
Cc1ccsc1C(=O)Nc1ccc(F)c([N+](=O)[O-])c1
 : 15, -1, -8, -0.8, i, -17, -8, -3, 1, -6
CN(C)S(=O)(=O)c1cc(C(=O)Nc2ccccc2C(=O)NC2CC2)ccc1Cl
 : -2, 3, -9, 1.4, i, 2, 6, -1, 5, 6
Cc1ccc(/C=C/C(=O)N2CC(=O)Nc3ccccc32)o1
 : 3, -2, 3, 1.2, i, -12, 1, 5, -2, -1
O=C(c1ccc(CS(=O)Cc2ccc(Cl)cc2)o1)N1CCN(c2ccccn2)CC1 (configuration not stated)
 : -4, -1, -4, 1.5, i, -1, -8, 2, 1, 0
CCn1c(COc2ccc(=O)n(-c3ccccc3)n2)nnc1SC
 : -5, -1, -12, -1.6, i, -5, 0, -3, -1, -3
CCOCCCNC(=S)Nc1ccc2nc(N3CCN(CC)CC3)cc(C)c2c1
 : 13, -2, 10, 3.0, i, -5, -2, 0, -2, 2
Cc1ccc(CNC(=O)CNS(=O)(=O)c2ccc3nc(C)sc3c2)cc1
 : 5, 1, 18, -0.1, i, 1, -6, -6, 1, 0
Cc1ccc(-c2nc(CS(=O)(=O)CC(=O)NCCCN3CCN(C)CC3)c(C)o2)cc1
 : -11, -2, -7, -3.3, i, 2, -8, -6, -2, 5
CCOC(=O)C(=CNc1cc(C)nn1-c1ccccc1)C(=O)OCC
 : -9, 2, -16, -0.2, i, -3, 2, -1, 1, 2
O=C(Nc1ccc(S(=O)(=O)N2CCCC2)cc1)c1cc(=O)c2ccccc2o1
 : -15, -1, 17, -0.8, i, -11, -11, -3, 8, -2
O=C(Nc1cccc(OC(F)(F)F)c1)C1Cc2c(-c3ccc(Cl)cc3)ccnc2O1 (configuration not stated)
 : 0, 3, -1, 3.8, i, 1, nt, 2, -11, 0
